# AHR act: human AHR activation. P35869. AHR-responsive luciferase reporter cells, luminescence. activation, % at 5 µM. 320,000 compounds, 2.5% hits; in the data active = activation above about 47%;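 also: 0% = vehicle wells and 100% = reference agonist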
# EBNA-1 inhibitor: blocks EBNA-1 binding to DNA. EBNA-1 DNA binding, fluorescence polarization. inhibition, % at 14.8 µM. 300,000 compounds, 0.34% hits. AID 1950; in the data active = inhibition above about 28%
# RPL19A TOR yeast: alters RPL19A-GFP fluorescence in TOR pathway yeast screen; S. cerevisiae RPL19A-GFP strain, flow cytometry, 3 h; stronger effect = lower value; AID 2025; 330,000 compounds, 0.3% hits; percent response vs DMSO, % at 10 µM;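 active = percent response vs DMSO below 50%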;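 also: median channel GFP fluorescence of the barcoded RPL19A-GFP strain; ratio of sample median GFP to plate DMSO average so 100% = DMSO; lower means less RPL19A-GFP as with rapamycin TOR inhibition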
# procasp7 counter: activates human procaspase-7, counter-screen for procaspase-3 activators; activation, % at 8.5 µM; 330,000 compounds, 0.093% hits; P55210; recombinant procaspase-7, Ac-DEVD-pNA absorbance 405 nm; D23A/D198A/D206A triple mutant, cannot self-cleave; scale: DMSO 0, 5 µM enzyme 100;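 active = percent activation above the screen-wide mean plus 3 SD, cut at about 25% in these data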
#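 Test system: Procaspase-7 triple mutant (PC-7 D3A). Also added: Ac-DEVD-pNA substrate, 400 µM as added. Schedule: 1 h enzyme–compound preincubation and 2 h substrate reaction, both 25 °C. Signal: p-Nitroaniline absorbance at 405 nm, read at 0 and 120 min. Control set: low DMSO alone, high DMSO plus 5 µM PC-7.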
# ZTA DNA inh: blocks Epstein-Barr virus ZTA, an EBNA-1 counter-screen | ZTA-DNA binding, fluorescence polarization | inhibition, % at 11 µM | 320,000 compounds, 0.15% hits | AID 2234; in the data active = inhibition above about 33%
# LAP4-GFP MLPCN: yeast TOR pathway LAP4-GFP modulation. S. cerevisiae LAP4-GFP multiplex, flow cytometry GFP, 3 h; median GFP as percent of DMSO wells. GFP response vs DMSO, % at 10 µM. 320,000 compounds, 0.34% hits. AID 2023;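 active = GFP response vs DMSO above a set limit, about the screen mean plus 3 SD, cut at about 150% in these data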
# MEP2-GFP yeast: yeast TOR pathway MEP2-GFP modulation. S. cerevisiae MEP2-GFP strain, flow cytometry GFP, 3 h; 100% = DMSO control level. GFP response vs DMSO, % at 10 µM. 330,000 compounds, 0.51% hits. AID 2016;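 active = GFP response versus DMSO above a set limit, roughly screen mean plus 3 SD, cut at about 180% in these data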;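 also: median GFP fluorescence of the barcode-gated MEP2-GFP cells per well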
# proCasp3 act: activators of human procaspase-3; P42574; recombinant procaspase-3 D3A, Ac-DEVD-pNA absorbance 405 nm; activation, % at 8.5 µM; 330,000 compounds, 0.11% hits; AID 463141;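 active = activation above the mean of all tested compounds plus 3 SD, cut at about 21% in these data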;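 also: 0% = DMSO alone and 100% = DMSO wells spiked with extra 5 µM PC-3 D3A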
#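 Assay system – Procaspase-3 D3A mutant · Benchmarks – DMSO low control, extra-enzyme high control · Technique – 405 nm absorbance of p-nitroaniline, reads at 0 and 120 min · Doses – 8.5 µM nominal · Measure – % activation between DMSO and enzyme-spiked controls · Also added – Ac-DEVD-pNA chromogenic peptide substrate · Schedule – 1 h compound preincubation, 2 h substrate hydrolysis at 25 °C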
# * hit, by the source's call; nt = no result given. Random draw from the library; overall some 3.8% were active at least once.
nr	Compound	AHR act	EBNA-1 inhibitor	RPL19A TOR yeast	procasp7 counter	ZTA DNA inh	LAP4-GFP MLPCN	MEP2-GFP yeast	proCasp3 act
1	CCOC(=O)Cc1csc(NC(=O)CSc2nc3sc(C(=O)O)c(C)c3c(=O)[nH]2)n1	1	-1	99	-1	-14	100	106	10
2	COCCn1c(SCC(=O)Nc2nnc(C)s2)nnc1-c1ccncc1	-5	0	98	2	-7	97	102	4
3	COc1ccc(Cc2nc(C(=O)Nc3ccccc3)cs2)cc1	26	4	93	0	1	100	94	-1
4	CCCCC(CC)CNC(=O)/C=C/c1ccc(F)cc1 (stereo not given)	2	7	103	-8	-10	86	96	-2
5	COc1ccccc1CNC(=O)COC(=O)COc1ccccc1Cc1ccccc1	2	-1	103	-9	0	108	104	10
6	Cc1ccc(SCc2cc(=O)[nH]c(N3CCN(Cc4ccccc4)CC3)n2)cc1	2	2	nt	6	10	101	99	-8
7	Cc1ccc(NC(=O)CCc2nnc(SCC(=O)Nc3ccccc3C)n2C)cc1Cl	3	-14	99	-9	69*	91	100	-6
8	CCOC(=O)Cn1c(=O)c2c(nc(N3CCCCC3)n2C)n(C)c1=O	2	-6	96	13	-10	100	108	-3
9	CCOC(=O)c1c(C)nc(SCC(N)=O)c(C#N)c1-c1ccccc1	-1	10	101	-4	-8	96	85	3
10	CC(C)c1cc(C(=O)N2CCN(C(c3ccccc3)c3ccccc3)CC2)no1	2	10	91	8	-1	89	82	4
11	O=C(Oc1ccc(N2C(=O)C3C4CCC(C4)C3C2=O)cc1)c1ccco1 (stereo not given)	-4	7	102	-6	12	100	96	9
12	O=C(O)CC1(CC(=O)Nc2ccc(Oc3cccc(C(F)(F)F)c3)nc2)CCCC1	-1	0	98	-5	4	110	93	2
13	CCn1c(SCC(=O)Nc2ccc(N3CCOCC3)cc2)nnc1-c1ccncc1	3	-4	103	-4	-29	95	103	-7
14	CCCCC(=O)Nc1ccc2c3c(cccc13)C(=O)N2CC	35	-8	95	1	-26	93	99	-1
15	CCCCN(CC)C(=S)Nc1ccc2nc(N3CCN(C)CC3)cc(C)c2c1	11	3	99	-6	6	109	108	-5
16	CCCCNC(=O)COC(=O)c1ccc(F)cc1Cl	3	-2	104	-7	-1	104	104	-5
17	CN(C)S(=O)(=O)c1ccc(N2CCCC2)c(C(=O)Nc2ccccc2OC(F)F)c1	2	-4	106	3	-2	100	102	-5
18	COc1cc(NC(=O)CN2CCN(S(=O)(=O)/C=C/c3ccccc3)CC2)cc(OC)c1OC	-1	nt	97	2	1	101	97	10
19	CCOC(=O)c1c(-c2ccc(OC)c(OC)c2)csc1NC(=O)C1CCCO1 (stereo not given)	3	-3	92	7	2	103	97	3
20	O=C(NCc1ccco1)C(c1ccncc1)N(C(=O)Cc1cccs1)c1ccccc1 (stereo not given)	4	-11	99	-23	-10	90	102	-20
21	Cc1ccc(S(=O)(=O)N/N=C/c2cc([N+](=O)[O-])ccc2O)cc1[N+](=O)[O-]	4	-5	108	-5	15	97	91	-27
22	CCN(CC(=O)Nc1ccc(NC(C)=O)cc1)C(=O)CC1OC(=O)c2ccccc21 (stereo not given)	5	-3	99	-3	0	109	104	3
23	CC(=O)Nc1ccc(S(=O)(=O)N(C)CC(=O)NNC(=O)c2cccs2)cc1	14	nt	91	-2	nt	91	90	0
24	CCOc1ccc(/C(CCC(=O)O)=N/NC(=S)NCCc2ccccc2)cc1	2	-1	103	2	-5	90	106	3
25	Cc1cc([N+](=O)[O-])nn1CC(=O)Nc1ccc(Cl)cn1	-3	-3	100	3	9	105	104	0
26	O=C(NCCCN1CCOCC1)c1cccnc1SCc1ccccc1Cl	1	-6	113	-3	-5	106	112	2
27	COc1ccc(CC(=O)Nc2ccccc2N2CCOCC2)cc1OC	3	-1	101	13	2	97	108	3
28	CC(C)(CNS(=O)(=O)c1ccc(Cl)cc1)N1CCCCC1	0	-3	95	8	-11	93	99	3
29	COc1ccc(C2=NOC(CNC(=S)N3CCOCC3)C2)cc1 (stereo not given)	2	-14	101	4	-10	nt	88	-3
30	O=C(N[C@@H](c1ccccc1)[C@@H]1C[C@H]1C(=O)O)OCc1ccccc1	4	3	nt	3	6	nt	nt	10
31	O=C(CSc1nnnn1-c1ccccc1)NC(=O)Cc1ccccc1	-1	nt	105	0	6	105	103	2
32	O=C1CCCC(O)=C1Sc1cc(Cl)c(Cl)cc1Cl	1	4	101	-11	4	112	102	-1
33	Cc1ccc(S(=O)(=O)NNC(=O)/C=C/c2cccc(F)c2)cc1	4	-5	85	-9	-2	85	83	1
34	COc1ccc(C(C#N)N2CCC(c3ccccc3)=N2)cc1 (stereo not given)	2	5	102	-4	4	94	111	-6
35	COCCCNC(=O)Cn1cnc2sc(C)c(S(=O)(=O)N3CCN(c4ccccc4OC)CC3)c2c1=O	5	10	102	6	8	99	108	6
36	Cn1cccc1/C=N/n1c(-c2ccccc2)n[nH]c1=S	22	14	96	-6	-15	102	104	-11
37	O=C(CC(Nc1ccccc1)c1ccc(F)cc1)c1ccccc1 (stereo not given)	0	8	98	9	3	103	96	11
38	COc1cccc(C(=O)OCc2cc(=O)oc3c(C)c(C)ccc23)c1OC	-3	3	100	5	13	108	108	1
39	O=S(=O)(c1ccc(S(=O)(=O)N2CCCC2)cc1)N1CCCCC1	3	2	104	-1	-6	95	103	-6
40	Cc1cccc(NC(=S)Nc2cccc3ccccc23)c1	63*	6	92	-15	-5	103	88	-4
41	CC1(C)OC(=O)C(=CNc2ccc(F)cc2)C(=O)O1	-4	-3	103	-10	10	101	102	1
42	Cc1c(Cl)c(C(F)(F)F)nn1CC(=O)NCc1ccco1	1	0	97	5	0	89	104	-7
43	CC(C)N(CCO)C(=O)CCc1nnc(Cc2cccc(C(F)(F)F)c2)o1	2	-2	93	1	6	90	93	-6
44	CCOc1ccc(Cn2ccnc2CCl)cc1[N+](=O)[O-]	-1	-10	95	9	-2	93	98	-5
45	COc1ccc(C(=O)NCc2ccc(C)cc2)cc1S(=O)(=O)N1CCCC1	1	nt	99	4	-5	102	100	3
46	CCCCOCCCNC(=O)c1cccc(OC)c1	1	9	99	1	14	102	99	-1
47	O=C(c1ccco1)N1CCN(C2CC(=O)N(c3ccc(F)c(Cl)c3)C2=O)CC1 (stereo not given)	1	-19	104	0	-10	95	108	-7
48	COC(=O)c1ccc(NC(=O)c2ccc(N(C)S(C)(=O)=O)cc2)cc1	2	1	100	-6	-7	109	100	-8
49	CCOCCCNC(=S)NNC(=O)CCn1nc(C)c(Br)c1C	7	1	105	9	-10	109	88	4
50	COc1ccc(/C=C/C(=O)NC(=S)Nc2ccc(S(=O)(=O)Nc3cc(C)on3)cc2)cc1	-1	-8	100	-1	-9	98	96	-3

# Next section, starting with the last four of the part before.
nr	Compound	AHR act	EBNA-1 inhibitor	RPL19A TOR yeast	procasp7 counter	ZTA DNA inh	LAP4-GFP MLPCN	MEP2-GFP yeast	proCasp3 act
47	O=C(c1ccco1)N1CCN(C2CC(=O)N(c3ccc(F)c(Cl)c3)C2=O)CC1 (stereo not given)	1	-19	104	0	-10	95	108	-7
48	COC(=O)c1ccc(NC(=O)c2ccc(N(C)S(C)(=O)=O)cc2)cc1	2	1	100	-6	-7	109	100	-8
49	CCOCCCNC(=S)NNC(=O)CCn1nc(C)c(Br)c1C	7	1	105	9	-10	109	88	4
50	COc1ccc(/C=C/C(=O)NC(=S)Nc2ccc(S(=O)(=O)Nc3cc(C)on3)cc2)cc1	-1	-8	100	-1	-9	98	96	-3
51	CCOCC(=O)Nc1ccc(OCc2ccccc2)cc1	-1	0	95	15	9	104	95	-4
52	Cc1cccc(NC(=O)c2oc(=O)c3ccccc3c2-c2ccccc2)c1C	13	-5	102	-3	4	93	102	-3
53	O=CNn1cnc2c(oc3nc(-c4ccccc4)cc(-c4ccco4)c32)c1=O	-2	-8	112	-8	11	103	101	9
54	CC(=O)Nc1ccc(S(=O)(=O)N(C)CC(=O)N/N=C/c2ccncc2)cc1	3	-3	110	3	-14	98	109	-7
55	CCOC(=O)c1c(CN(C)C)oc2cc(CN(C)C)c(O)c(CSc3ccccc3)c12	-1	-6	88	9	-8	90	89	1
56	CC1Cc2ccccc2N1C(=O)CN1CCC(C(N)=O)CC1 (stereo not given)	1	2	102	-11	-12	104	106	-5
57	COC(=O)Cc1c(C)c2c(OCc3nn[nH]n3)cc(C)cc2oc1=O	0	12	102	1	8	98	106	1

# Copied from above: nos. 54–55
nr	Compound	AHR act	EBNA-1 inhibitor	RPL19A TOR yeast	procasp7 counter	ZTA DNA inh	LAP4-GFP MLPCN	MEP2-GFP yeast	proCasp3 act
54	CC(=O)Nc1ccc(S(=O)(=O)N(C)CC(=O)N/N=C/c2ccncc2)cc1	3	-3	110	3	-14	98	109	-7
55	CCOC(=O)c1c(CN(C)C)oc2cc(CN(C)C)c(O)c(CSc3ccccc3)c12	-1	-6	88	9	-8	90	89	1
